Source: PubChem BioAssay
Cneo AK release: Cryptococcus neoformans cell lysis inducers, primary screen, AK release luminescence, single concentration; C. neoformans lysis, adenylate kinase release luminescence, 4 h; normalised: neutral wells 0, clomiphene wells 100; lysis activity, % at 15 µM; 360,000 tested, 0.2% active;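 active means mean lysis activity across replicates of at least 80%, whatever share of replicates individually reach that level; inactive means mean lysis activity below 80%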
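read-out = cell lysis signal | test system = log-phase Cryptococcus neoformans yeast cells | input = cells at 5 × 10^6 per mL | medium = fresh YPD growth medium | signal = luminescent adenylate kinase detection reagent | timing = 4 h at 37 °C static, read 1 h later | dosing = single dose | controls = Clomiphene as positive lysis control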
CASP6 VEID inh: human caspase-6 inhibitors, primary screen, biochemical, VEID-R110 fluorescence, single point, set 2; P55212; purified caspase-6, Z-VEID-R110 cleavage fluorescence; inhibition, % at 12.5 µM; 350,000 tested, 0.53% active; AID 686996, 2013;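 active means mean inhibition across replicates at least about 35%, with every replicate also reaching that limit, limit read from the data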;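 further: 0% = median of neutral control wells and 100% = no fluorescence left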
Target sequence (P55212 24-179 limits assumed): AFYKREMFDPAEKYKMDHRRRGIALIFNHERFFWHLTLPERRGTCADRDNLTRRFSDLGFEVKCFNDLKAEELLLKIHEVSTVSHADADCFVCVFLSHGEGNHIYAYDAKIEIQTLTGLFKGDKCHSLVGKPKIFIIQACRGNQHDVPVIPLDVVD
Target sequence (P55212 194-293 limits assumed): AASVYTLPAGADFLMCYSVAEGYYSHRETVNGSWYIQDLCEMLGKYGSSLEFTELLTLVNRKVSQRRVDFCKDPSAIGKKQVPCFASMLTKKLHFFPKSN
EWS-Fli inh: EWS/Fli-driven NR0B1 reporter inhibitors, primary screen, A673 cells, NR0B1 luciferase, luminescence, MLPCN library; viability-normalised; inhibition, % at 12.6 µM; 350,000 tested, 0.67% active; AID 651661, 2012;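 active means mean inhibition of at least 50% after viability correction, with every replicate also passing that limit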;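 further: firefly luciferase signal divided by Alamar Blue viability fluorescence both relative to DMSO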
PAX8 inh HTS: inhibitors of PAX8-driven TPO luciferase reporter, primary screen, RMG-I cells, single concentration; SteadyGlo, 24 h; inhibition, % at 12.6 µM; 360,000 tested, 1.2% active; AID 652154, 2013;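 active means mean replicate inhibition at least 60% with every replicate also reaching 60%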;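 further: luciferase light reporting Pax8 driven TPO promoter activity; plate controls were median of neutral control wells for no effect and mitoxantrone controls for full effect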
LGR2 inh: inhibitors of bursicon-induced LGR2 CRE-luciferase signal, primary screen, cell-based, HEK293, CRE-luciferase reporter, bursicon stimulation; AID 720647, 2013; 380,000 tested, 0.35% active; Drosophila bursicon receptor LGR2 (rickets); inhibition, % at 9.99 µM; bursicon-stimulated, 4 h;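 active means drop in luminescence signal, shown as inhibition above about 50% in the replicate tests, limit read from the data, passing the limit was not always enough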;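 further: agonist challenge used bursicon conditioned medium at about half maximal strength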
FN deposition inh: inhibitors of fibronectin matrix deposition, primary screen, AH1F cells, Alexa488-fibronectin fluorescence, plate reader; AH1F fibroblasts, overnight; inhibition, % at 12.6 µM; 350,000 tested, 0.086% active;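 active means mean inhibition across replicates of 30% or more, regardless of how many single replicates reach that level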;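 further: positive control wells lacked labelled fibronectin entirely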
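Test system: AH1F fibroblast monolayer depositing Alexa488-labelled fibronectin into matrix. Input: 10000 cells per well. Technique: fluorescence, ex 485 nm, em 525 nm. Buffer or medium: DMEM plus 2% serum, read in PBS. Timing: 1 h cell adhesion before compound, then overnight fibronectin incubation. Compound: single dose, pinned. Read-out basis: inhibition from reduced deposited-fibronectin fluorescence.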
PGC1a acetyl inh: inhibitors of PGC1a acetylation signal, primary screen, cell-based, U2OS, AlphaScreen, inhibitor mode; AlphaScreen anti-acetyl-lysine; with virally co-expressed GCN5 acetyltransferase; inhibition, % at 15.6 µM; 350,000 tested, 0.17% active;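 active means every replicate shows inhibition of at least 40%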;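 further: 0% = neutral control wells and 100% = positive control wells; some results beyond the cut were filed as inactive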
miR-122 sensor: miR-122 Renilla sensor signal increase in Huh7, primary screen, miR-122 inhibitor project, cell-based, single point, plate reader. Huh7 miR-122 Renilla luciferase sensor, 48 h; neutral wells = 0, positive control = 100. AID 602342, 2012. activation (reporter increase), % at 12.5 µM. 340,000 tested, 0.3% active;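 active means mean replicate activation score at least 90 and every replicate individually at or above 90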;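 further: higher luciferase means less miR-122 activity so hits act as miR-122 inhibitors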
Active calls of the source: *; x = not tested or not shown; & = joins results of further samples; [ ] = remark or other dose.

SMILES	Cneo AK release	CASP6 VEID inh	EWS-Fli inh	PAX8 inh HTS	LGR2 inh	FN deposition inh	PGC1a acetyl inh	miR-122 sensor
C=CCOc1ccc(C[C@H](N)C(=O)NC[C@H]2O[C@@H](n3ccc(N)nc3=O)[C@H](O)[C@@H]2O)cc1	-1	-1	-7	-1	-2	-8	x	-3
Cc1cc(N/N=C/c2ccc(F)cc2)nc(NCc2ccccc2)n1	-7	-1	-20	-35	-11	-7	13	-3
Cc1ccc(S(=O)(=O)[N-]c2nc3ccccc3nc2-n2cc[n+](Cc3ccccc3)c2)cc1	-4	2	16	18	x	-9	2	24
CC(OC(=O)CCC(=O)c1cccs1)C(=O)Nc1ccccc1[N+](=O)[O-] (centres undefined)	x	-2	9	13	-2	-1	-3	-3
COC(=O)C(NC(=O)CCC(=O)NC(C(=O)OC)c1ccccc1)c1ccccc1 (centres undefined)	-1	-1	16	16	18	-9	6	-6
CC(C)NC(=O)N(C)C[C@@H]1Oc2ccc(NS(=O)(=O)c3ccccc3)cc2CC(=O)N([C@@H](C)CO)C[C@@H]1C	x	x	0	-12	11	x	4	7[16.7 µM]
O=S(=O)(Cc1ccccc1)N1CCCCN2[C@H](C1)[C@@H](c1ccc(C#Cc3ccccc3)cc1)[C@@H]2CO	1	0	2	15	18	x	-25	32[16.7 µM]
COc1cc(C(=O)Nc2cc(C)ccc2C)ccc1OCc1c(C)noc1C	0	-2	0	x	-16	5	-23	-13
CO[C@@H]1CN(C)C(=O)c2cc(NC(=O)Cc3ccccc3)ccc2OC[C@H](C)N(C)C[C@@H]1C	1	-2	8	3	-1	x	x	1[16.7 µM]
O=C(C[C@H]1C[C@@H]2c3cc(NC(=O)C4CCOCC4)ccc3O[C@@H]2[C@@H](CO)O1)NCC1CC1	-6	3	2	0	-1	7	9	8[16.7 µM]
O=C(CSc1cn[nH]n1)Nc1ccc(O)c(C(=O)O)c1	3	-4	-3	16	-3	0	x	-4
C[C@H]1CN([C@@H](C)CO)C(=O)c2cccc(NC(=O)Nc3ccc(F)cc3)c2O[C@H]1CN(C)C(=O)NC1CCCCC1	6	-3	-1	24	-23	x	2	9[16.7 µM]
COc1cccc(S(=O)(=O)Nc2ccc3c(c2)[C@@H]2C[C@H](CC(=O)N(C)C)O[C@@H](CO)[C@@H]2O3)c1	21	2	10	x	-6	-23	1	-4[16.7 µM]
COc1ccc2[nH]c3c(c2c1)CCN1C(=O)C(CC(=O)NCCCN(C)C)C[C@H](C(=O)N2CCOCC2)[C@@]31CCC1CCCC1 (some centres undefined)	-2	-4	-2	-8	-9	2	0	-7
COc1cccc(C(=O)NCC(=O)N/N=C/c2cccc(OC(=O)c3ccc([N+](=O)[O-])cc3)c2)c1	x	1	8	-6	x	-2	x	x
Cc1nc(SCC(=O)Nc2cccnc2Cl)nc(C)c1C	5	3	-1	13	9	2	-3	3
CCNC(=O)C[C@@H]1CC[C@H]2[C@@H](COc3ccc(NC(=O)Cc4cccs4)cc3C(=O)N2C)O1	-1	0	5	4	11	-2	4	-2[16.7 µM]
COc1ccc(CN(C)C[C@H]2Oc3c(NC(=O)Nc4ccc5c(c4)OCO5)cccc3C(=O)N([C@@H](C)CO)C[C@@H]2C)cc1	3	2	-31	-118	-9	x	x	12[16.7 µM]
COc1cccc(CN(C)C(=O)CSCC(=O)Nc2cc(C)on2)c1OC	x	-109	2	7	10	-10	3	6
Clc1ccccc1N/N=C/c1ccc2c(c1)OCO2	0	-3	x	-131	-16	-2	1	9
CCOC(=O)C(Cc1ccccc1)c1ccnc2ncnn12 (centres undefined)	x	5	2	16	23	x	8	x
C=C1C[C@H](O[C@@H]2O[C@H](CO)[C@@H](O)[C@H](O)[C@H]2O)[C@@H]2[C@H](OC(=O)[C@H]2C)[C@H]2[C@H](C)[C@H](O)C[C@@H]12	8	1	4	-6	-5	13	x	x
CCc1ccccc1NC(=O)c1ccc2nc(N3CCOCC3)sc2c1	-3	-6	-4	-9	-14	-3	3	-10
CC(=O)N/C(=C\c1ccc(C)o1)C(=O)NCc1ccccc1	-3	12	6	25	-11	2	18	-4
CCNC(=O)C[C@@H]1CC[C@H]2[C@@H](COC[C@@H](O)CN2C(=O)c2cc(Cl)cc(Cl)c2)O1	-1	1	x	x	11	-6	1	-2[16.7 µM]
CCOc1ccc(-c2c(C(=O)N/N=C/c3ccc(C)cc3)nnn2-c2nonc2N)cc1	x	-1	-3	5	6	14	-9	x
Cc1ccc(C)c(S(=O)(=O)N2CCN(C(=O)CCNS(=O)(=O)c3ccc(C)c(C)c3)CC2)c1	-1	0	10	23	2	5	-32	-10
Cc1ccc2nc(-c3ccc(NC(=O)CSc4nccc(=O)[nH]4)cc3)sc2c1	x	3	-14	-144	-28	-7	x	x
N#C[C@@H]1[C@H](c2ccccc2/C=C/c2ccccc2)[C@H](CO)N1S(=O)(=O)c1ccccc1	x	2	7	8	9	-8	-7	x
NC(=O)[C@@H]1CCCN1C(=O)[C@H]1O[C@@H](n2ccc(N)nc2=O)[C@H](O)[C@@H]1O	x	-2	3	5	-1	10	x	x
COc1ccccc1NC(=O)COC(=O)CN1C(=O)C(=O)c2ccccc21	-10	1	6	-1	-1	-3	x	x
CCN(CC)C(=O)Oc1ccc(NC(C)=O)cc1	0	x	x	-20	x	10	x	0
CCCC[C@@H]1CNC(=S)N1CCc1cccc2ccccc12	21	0	-10	13	-1	-12	-34	65
Cc1ccc(NS(=O)(=O)c2cc3c(cc2Br)NC(=O)CO3)cc1C	2	2	5	13	14	1	-27	87
O=C(CSc1nc(NS(=O)(=O)c2ccccc2)cc(=O)[nH]1)Nc1ccccc1Cl	1	2	3	-6	3	-5	-2	0
CCN(CC)CCN(Cc1cc2cc3c(cc2[nH]c1=O)OCO3)C(=S)NCCOC	1	-7	15	-6	11	2	x	x
COc1ccc(CC(=O)NNC(=S)Nc2ccccc2)cc1Cl	x	-4	-7	-4	-25	-12	1	-6
Cn1c(N)c(C(=O)COC(=O)C2CCCN2C(=O)c2cccs2)c(=O)n(C)c1=O (centres undefined)	x	0	-2	10	-20	-4	x	x
Cc1cccc(CSc2nnc([C@@H]3CCCN3)o2)c1	x	-2	1	-45	x	-1	-3	x
COc1cccc(-c2cnc3c(NC=O)cc(-c4cc(C)c(O)c(C)c4)cn23)c1	-1	0	41	15	-16	25	-17	30
CC(=O)c1sc(NC(=O)CCCOc2ccc(Cl)cc2)nc1C	x	-3	1	-3	-1	3	x	x
COc1ccc(S(=O)(=O)N2CCN(C3CC4CCC3C4)CC2)cc1 (centres undefined)	-1	1	-3	-4	12	5	-4	1
C[C@H]1CN([C@@H](C)CO)S(=O)(=O)c2ccc(Br)cc2O[C@H]1CN(C)C(=O)C1CCCCC1	x	x	2	x	3	0	-12	0[16.7 µM]
COc1ccc2c3c(n(C)c2c1)[C@@H](CO)N(C(C)=O)CC31CCN(C(=O)c2cnccn2)CC1	x	-2	3	x	22	-3	8	x
CCCC[C@@H]1CNC(=S)N1CC1CCCCC1	16	-2	3	-19	8	-3	-3	81

Arranged by heavy-atom count (high to low): part of the list above
SMILES	Cneo AK release	CASP6 VEID inh	EWS-Fli inh	PAX8 inh HTS	LGR2 inh	FN deposition inh	PGC1a acetyl inh	miR-122 sensor
COc1ccc2c3c(n(C)c2c1)[C@@H](CO)N(C(C)=O)CC31CCN(C(=O)c2cnccn2)CC1	x	-2	3	x	22	-3	8	x
N#C[C@@H]1[C@H](c2ccccc2/C=C/c2ccccc2)[C@H](CO)N1S(=O)(=O)c1ccccc1	x	2	7	8	9	-8	-7	x
CCN(CC)CCN(Cc1cc2cc3c(cc2[nH]c1=O)OCO3)C(=S)NCCOC	1	-7	15	-6	11	2	x	x
O=C(CSc1nc(NS(=O)(=O)c2ccccc2)cc(=O)[nH]1)Nc1ccccc1Cl	1	2	3	-6	3	-5	-2	0
Cc1ccc2nc(-c3ccc(NC(=O)CSc4nccc(=O)[nH]4)cc3)sc2c1	x	3	-14	-144	-28	-7	x	x
COc1ccccc1NC(=O)COC(=O)CN1C(=O)C(=O)c2ccccc21	-10	1	6	-1	-1	-3	x	x
NC(=O)[C@@H]1CCCN1C(=O)[C@H]1O[C@@H](n2ccc(N)nc2=O)[C@H](O)[C@@H]1O	x	-2	3	5	-1	10	x	x
Cc1ccc(NS(=O)(=O)c2cc3c(cc2Br)NC(=O)CO3)cc1C	2	2	5	13	14	1	-27	87
CC(=O)c1sc(NC(=O)CCCOc2ccc(Cl)cc2)nc1C	x	-3	1	-3	-1	3	x	x
CCCC[C@@H]1CNC(=S)N1CCc1cccc2ccccc12	21	0	-10	13	-1	-12	-34	65
Cc1cccc(CSc2nnc([C@@H]3CCCN3)o2)c1	x	-2	1	-45	x	-1	-3	x
CCN(CC)C(=O)Oc1ccc(NC(C)=O)cc1	0	x	x	-20	x	10	x	0
CCCC[C@@H]1CNC(=S)N1CC1CCCCC1	16	-2	3	-19	8	-3	-3	81

Continued.
SMILES	Cneo AK release	CASP6 VEID inh	EWS-Fli inh	PAX8 inh HTS	LGR2 inh	FN deposition inh	PGC1a acetyl inh	miR-122 sensor
O=C(NCCc1ccccc1)c1ncn[nH]1	2	x	x	x	0	2	-7	-8
CCCCC(=O)NCc1ccccc1Cl	x	-2	-4	-22	-4	-11	0	x
COc1ccc(S(=O)(=O)Nc2c3ccccc3nc(=O)n2-c2ccccc2)cc1	0	2	x	x	6	x	3	-4
COc1cccc2c1OC1(C)CC2/C(=C(\C)O)C(=O)N1 (centres undefined)	0	x	x	x	-3	0	18	0
Cc1nnc(SC(C)C(=O)Nc2ccc(Cl)cn2)n1Cc1ccccc1 (centres undefined)	-1	0	10	x	-7	x	-10	-4
CCCCNc1c(-c2cccc(SC(C)CC)c2)nc2ccc(Cl)cn12 (centres undefined)	3	-1&-2	4&10	-38&-17	-34&-9	2&-6	0	-3
O=C(C[C@@H]1C=C[C@@H](NC(=O)Cc2cccnc2)[C@@H](CO)O1)NCc1ccc2c(c1)OCO2	-1	2	0	-13	-13	-7	12	-7[16.7 µM]
O=C(CN1CCN(C(=O)c2ccccc2Cl)CC1)Nc1cccc(S(=O)(=O)N2CCCC2)c1	0	-2	9	16	2	3	2	-11
COc1ccc(S(=O)(=O)N(C)C[C@H]2Oc3ccc(NS(=O)(=O)c4c(C)noc4C)cc3C(=O)N([C@@H](C)CO)C[C@@H]2C)cc1	45	3	-7	6	-2	-1	-8	24[16.7 µM]

Pulled by structure from the entries so far (two):
SMILES	Cneo AK release	CASP6 VEID inh	EWS-Fli inh	PAX8 inh HTS	LGR2 inh	FN deposition inh	PGC1a acetyl inh	miR-122 sensor
CCCCC(=O)NCc1ccccc1Cl	x	-2	-4	-22	-4	-11	0	x
O=C(C[C@@H]1C=C[C@@H](NC(=O)Cc2cccnc2)[C@@H](CO)O1)NCc1ccc2c(c1)OCO2	-1	2	0	-13	-13	-7	12	-7[16.7 µM]
